Giardia killer = kills Giardia lamblia; Giardia lamblia trophozoite viability; activity change, % at 7.66 µM, hits read low; 340,000 compounds, 0.15% hits; AID 540267; in the data active means activity change below about -80%; inconclusive means between about -30% and that limit;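 further: parasites exposed to compound for two days anaerobically before the ATP read; on the % scale 0 is the no-effect control and ±100 the full control effect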
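Luminescent ATP signal served as the viability read-out, measured 15-30 min after adding ATP detection reagent to trophozoites that had been incubated with compounds for 48 hrs at 37 deg C anaerobically at 100 cells/well.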
FLuc modulator = inhibits or activates purified firefly luciferase, miR-21 counter-screen. Potency, µM (doses to about 57.5 µM), for the others: at the highest dose activity change, negative = inhibition, hits mostly inhibitors. 360,000 compounds, 6.9% hits. purified FLuc, Km substrates, luminescence inhibition. AID 588342. P08659;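 further: potency means the concentration at half of the fitted maximal effect; plate controls were vehicle for no effect and reference inhibitor for full effect; nearly all actives have a fitted effect of over 55% in size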
Target sequence (P08659 whole entry, looked up): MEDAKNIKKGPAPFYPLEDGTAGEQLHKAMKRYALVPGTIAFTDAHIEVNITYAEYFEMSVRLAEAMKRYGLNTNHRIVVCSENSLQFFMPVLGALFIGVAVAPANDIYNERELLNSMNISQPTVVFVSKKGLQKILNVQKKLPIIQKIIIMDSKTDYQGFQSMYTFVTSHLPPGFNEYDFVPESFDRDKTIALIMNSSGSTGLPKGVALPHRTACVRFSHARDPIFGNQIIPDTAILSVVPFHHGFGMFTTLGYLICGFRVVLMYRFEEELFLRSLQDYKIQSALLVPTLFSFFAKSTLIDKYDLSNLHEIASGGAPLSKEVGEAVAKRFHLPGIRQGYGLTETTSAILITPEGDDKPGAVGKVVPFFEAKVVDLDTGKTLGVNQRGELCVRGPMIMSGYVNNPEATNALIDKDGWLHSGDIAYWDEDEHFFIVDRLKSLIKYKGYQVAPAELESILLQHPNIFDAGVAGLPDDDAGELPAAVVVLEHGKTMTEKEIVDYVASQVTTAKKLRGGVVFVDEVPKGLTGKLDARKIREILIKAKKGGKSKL
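Purified P. pyralis luciferase (10nM final) with 10uM D-luciferin and 10uM ATP (Km levels) in 50mM Tris acetate pH 7.5, 10mM Mg acetate, 0.01% Tween-20, 0.05% BSA; qHTS 6-point titration, ~60 µM downward; luminescence read.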
uPA surface inh = inhibitors of cell surface uPA generation; 330,000 compounds, 0.31% hits; Potency, µM (doses to about 38.3 µM), for inactives: top-dose activity change, negative = inhibition, hits mostly inhibitors; cell surface uPA generation assay, qHTS; AID 540303; active means well fitted inhibition curve with a large enough effect; inconclusive means small, poorly fitted or top-dose-only effect; inactive means no such curve, though single readings can be large or run the other way; tested in mouse RAW 264.7 cells; further: potency means the concentration at half of the fitted maximal effect; on the % scale 0 is the no-effect control and ±100 the full control effect; nearly all actives have a fitted effect of over 55% in size
NPC1 promoter act = activators of NPC1 promoter. Huh7 NPC1 promoter luciferase reporter, 24 h. Potency, µM (top dose mostly 9.22 µM), for the others: top-dose activation, hits mostly activators. 320,000 compounds, 2.4% hits. AID 485313;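 further: potency means the concentration at half of the fitted maximal effect; % of control where 0% means no effect; nearly all actives have a fitted effect of over 60% in size; reporter is driven by a mutant NPC1 promoter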
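Huh7 cells stably carrying NPC1 promoter–luciferase, plated in Opti-MEM with 10% FBS for 2 h, were exposed to compound in DMSO for 24 h at 37 °C; luciferase reagent was added for 10 min and luminescence read.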
Rab9 promoter act = activators of Rab9 promoter; Huh7 Rab9 promoter-luciferase reporter, luminescence, 24 h; Potency, µM (titrated, usually from 9.22 µM), without a hit: at the highest dose activation, negative = inhibition, hits mostly activators; 320,000 compounds, 2.8% hits; AID 485297; further: potency means the concentration at half of the fitted maximal effect; % of control where 0% means no effect; nearly all actives have a fitted effect of over 60% in size
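Rab9 promoter-driven luciferase in stably transfected Huh7 cells; 1500 cells/well rested 2 h, exposed to compound in DMSO for 24 h at 37 °C, 5% CO2. Luminescence read 10 min after adding luciferase reagent at ambient temperature.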
KCNH2 3.1 block = KCNH2 3.1 (human) potassium channel inhibition; U2OS KCNH2 3.1, thallium flux FluxOr; hits give low values; activity change, % (tested at about 1.8 µM); 340,000 compounds, 0.95% hits; AID 720553;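 active means maximum activity change below -70%; inconclusive means maximum activity change from -70% to -50%; inactive means maximum activity change above -50%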;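 further: thallium influx rate constant from kinetic fluorescence after stimulation buffer; on the % scale 0 is the no-effect control and ±100 the full control effect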
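We transduce U2OS cells with the mutant 3.1 virus, culture them overnight, load FluxOr with Red40 quencher for 45 min, then add stimulation buffer and read kinetically for 2 min to derive a normalized rate constant.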
RORgamma inh = inhibitors of mouse ROR gamma transcriptional activity; Potency, µM (top dose mostly 53.6 µM), for inactives: at the top dose activity change, negative = inhibition, actives largely listed as inhibitors; Drosophila S2 Gal4-RORgamma UAS-luciferase reporter, 20 h; 310,000 compounds, 5.4% hits; P51450; further: potency means the concentration at half of the fitted maximal effect; on the % scale 0 is the no-effect control and ±100 the full control effect; nearly all actives have a fitted effect of over 60% in size
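Stably transfected Drosophila Schneider cells are the test system, with ROR gamma fused to Gal4 and luciferase under UAS control; luminescence is read after 20 hr of 700 uM copper sulfate induction at ambient temperature.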
Coupling enz = coupling enzyme interference in Giardia aldolase counter-screen. AID 2472. coupling enzyme system counterscreen, AmpLite Red fluorescence. activity change, negative = inhibition, % at 58.2 µM, hits read low. 290,000 compounds, 0.67% hits; in the data active means activity change below about -30%; further: on the % scale 0 is the no-effect control and ±100 the full control effect
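Fluorescence at 525 nm excitation and 598 nm emission measured inhibition of the coupled detection system without aldolase. Compounds (at 57.5 uM final) were preincubated 10 min at room temperature with coupling enzyme reagent before a 20 min substrate/AmpLite Red step.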
Gal4-VP16 FLuc = inhibits Gal4-VP16 luciferase reporter, ROR gamma counter-screen | Drosophila S2 Gal4-VP16 UAS-luciferase, luminescence, 20 h | Potency, µM (series often up to 53.6 µM), without a hit: at the top dose activity, negative = inhibition, hits mostly inhibitors | 310,000 compounds, 3.5% hits | AID 2546;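 further: Gal4-VP16 expression switched on by copper sulfate through the metallothionein promoter; potency means the concentration at half of the fitted maximal effect; on the % scale 0 is the no-effect control and ±100 the full control effect; nearly all actives have a fitted effect of over 50% in size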
Tb PFK inh = inhibitors of T. brucei phosphofructokinase. O15648. T. brucei PFK, ADP-Glo luminescence. Potency, µM (doses to about 57.5 µM), for inactives: at the highest dose activity, negative = inhibition, hits mostly inhibitors. 330,000 compounds, 0.17% hits. AID 485367;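 further: potency means the concentration at half of the fitted maximal effect; 0% = uninhibited 1x PFK enzyme wells and -100% = no-enzyme wells; nearly all actives have a fitted effect of over 60% in size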
Target sequence (O15648 whole entry, looked up): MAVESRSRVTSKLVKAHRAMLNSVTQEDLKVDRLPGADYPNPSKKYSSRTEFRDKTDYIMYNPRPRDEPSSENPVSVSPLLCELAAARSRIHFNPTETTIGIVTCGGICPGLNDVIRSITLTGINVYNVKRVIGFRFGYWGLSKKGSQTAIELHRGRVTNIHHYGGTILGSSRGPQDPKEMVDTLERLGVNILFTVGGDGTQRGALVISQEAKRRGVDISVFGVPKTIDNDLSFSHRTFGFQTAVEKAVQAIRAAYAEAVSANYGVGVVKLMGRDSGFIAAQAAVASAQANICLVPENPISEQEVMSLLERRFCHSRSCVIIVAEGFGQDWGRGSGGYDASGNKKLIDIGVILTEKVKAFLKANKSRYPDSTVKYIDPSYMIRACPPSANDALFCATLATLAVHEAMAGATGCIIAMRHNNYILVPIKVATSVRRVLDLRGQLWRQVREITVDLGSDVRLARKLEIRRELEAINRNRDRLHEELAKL
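Luminescent ADP detection (ADP-Glo, two-step: ATP depletion then ADP-to-ATP conversion for luciferase) reported PFK activity after 45 min room-temperature reaction of 1.25 nM enzyme with 0.5 mM F6P and 0.1 mM ATP at pH 8.0.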
ELG1 genotoxic = induces genotoxicity in HEK293T cells with luciferase-tagged ELG1. HEK293T ELG1-luciferase reporter, luminescence, 16 h. Potency, µM (series often up to 46 µM), for the others: top-dose activity change, positive = activation, actives largely listed as activators. 330,000 compounds, 1.3% hits. AID 504466; further: potency means the concentration at half of the fitted maximal effect; % of control where 0% means no effect; nearly all actives have a fitted effect of over 60% in size
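Cells (2,000/well) expressing the ELG1-luciferase fusion are dosed by pin tool and kept 16 hr at 37 °C, 5% CO2. Signal comes from ONE-Glo luciferase reagent after 30 min at room temperature.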
* marks the source's active call; other numbers are inactive results; ? = inconclusive; · = not tested or not shown; & = joins results of further samples; [ ] = dose if it differs, or a comment. Unless noted, the call rests on the fitted dose curve; in most records, active means well fitted curve in the direction sought with a large enough effect; inconclusive means small, poorly fitted or top-dose-only effect, or another doubt; inactive means no such curve, though single readings can be large; an effect the other way counts as inactive or inconclusive.

SMILES	Giardia killer	FLuc modulator	uPA surface inh	NPC1 promoter act	Rab9 promoter act	KCNH2 3.1 block	RORgamma inh	Coupling enz	Gal4-VP16 FLuc	Tb PFK inh	ELG1 genotoxic
O=C(CSc1nnc(-c2ccc(Cl)cc2)n1-c1ccccc1)N/N=C/c1ccccc1C(=O)O	-2	?	-3%	-6%	0%	1	-1%	13	4%	-13%	4%
COc1ccc(CNC(=O)CCSc2nc(-c3ccc4c(c3)OCO4)cc(C(F)(F)F)n2)cc1	6	-3%	4%	5%	2%	12	?	-1	?	0%	7%
Cc1ccc(-c2c(C(=O)N/N=C/c3ccoc3)nnn2-c2nonc2N)cc1	6	-2%	-2%	-2%	1%	-5	11µM*	0	?	-8%	-1%[9.26 µM]
O=C(CSc1nnc(NC(=O)C2CCC2)s1)Nc1ccc(N2CCOCC2)cc1	-3	-4%	2%	-5%	-3%	-4	1%	-6	-1%	-12%	1%
COc1ccc(-c2cc(=O)oc3cc(OCC(=O)N[C@@H](Cc4c[nH]c5ccccc45)C(=O)O)ccc23)cc1	3	?	9%	-2%	-1%	-4	-3%	6	-1%	1%	0%
Cc1cc(Br)cc2c1NC(=O)C2(O)CC(=O)c1ccco1 (stereo not given)	0	3%	-1%	-6%	-18%	20	12%	-25	-10%	-2%	8%
Cc1ccccc1Nc1nc(N)nc(CSCc2c(C)noc2C)n1	-8	0%	1%	-3%	-3%	-9	0%	-2	?	-6%	-5%
CC(=O)N1c2ccccc2C(C)CC12CCCCC2 (stereo not given)	-7	-11%	4%	0%	-6%	13	?	1	-22%	-3%	-1%
O=C(O)/C=C\C(=O)Nc1ccccc1C#Cc1ccccc1	-23	?	·	-5%	-3%	-27	16%	5	7%	-28%	1%
CC(C)(C)c1ccc(-c2c(C#N)c(N)nc3c2CCCC3)s1	9	-2%	-1%	-7%	4%	-2	-2%	1	4%	0%	1%
Cc1cc(=O)cc(C)n1-c1ccccc1Br	-1	2%	1%	-2%	-5%	3	11%	3	-3%	3%	1%
O=C(NNc1c2ccccc2nc2ccccc12)c1ccc(O)cc1O	9	13µM*	6%	-1%	-3%	-3	4%	-1	-24%	0%	-1%
CC1=C(C#N)C(NC(=O)C(C)(C)C)(C(F)(F)F)C(=O)N1 (stereo not given)	-14	5%	0%	1%	-2%	-12	-8%	3	-5%	6%	1%
COc1ccc2ccccc2c1CNCc1ccccn1	-1	?	·	3%	13%	-25	?	-1	1%	-4%	?
COc1cccc(C(=O)N(Cc2nc(-c3cccc(C)c3)no2)C(C)C)c1OC	-3	-1%	3%	-2%	-5%	-40	10%	1	2%	0%	-5%
CCOC(=O)N1CCN(c2ncnc3nc[nH]c23)CC1	15	5%	-1%	2%	1%	-1	24%	-1	1%	-4%	-1%
CN(CCNC(=O)c1ccc(CS(=O)(=O)c2ccc(Br)cc2)o1)CCc1ccccc1	7	1%	0%	1%	-1%	-45	-5%	·	-2%	0%	-1%
C=CCn1cnc2scc(-c3ccc(OC)cc3)c2c1=O	14	-8%	-6%	-6%	5%	-6	12%	2	19%	0%	6%
CCOc1ccc(NC(=O)c2ccccc2OCC(=O)c2ccc(C)cc2)cc1	1	5.4µM*	2%	2%	5%	-16	4%	0	3%	2%	18%
Cn1c(C(=O)OCC(=O)NCc2ccc(F)cc2)cc2occc21	-8	-1%	-27%	-1%	1%	-8	·	·	·	-2%	4%
CCOP(=O)(c1ccc(N(C)C)cc1)C(O)c1ccccc1F (stereo not given)	13	0%	4%	2%	-1%	27	15%	1	-1%	-5%	0%
COc1ccccc1NC(=S)N(Cc1ccco1)Cc1cc2ccc(C)c(C)c2[nH]c1=O	-17	-3%	-7%	-16%	-15%	-2	1%	0	?	0%	0%
Cc1ccc(CSCC(=O)N(C)CC(=O)Nc2ccc(Cl)c(Cl)c2)cc1	-11	-3%	-11%	-2%	0%	1	·	·	·	-7%	-13%
COC(=O)C1(C#N)C(c2ccccc2)C1(C(=O)OC)C(=O)OC (stereo not given)	-11	0%	3%	0%	5%[1.84 µM]	-11	0%	2	0%	-1%	0%
CCOC(=O)C1=C(CC)Nc2ccccc2N/C1=N\S(=O)(=O)c1ccccc1OC	-3	·	?	-6%	-1%	-1	·	·	·	-9%	3%

Further entries:
SMILES	Giardia killer	FLuc modulator	uPA surface inh	NPC1 promoter act	Rab9 promoter act	KCNH2 3.1 block	RORgamma inh	Coupling enz	Gal4-VP16 FLuc	Tb PFK inh	ELG1 genotoxic
CS(=O)(=O)Cc1cc(N2CCCC2)nc(-c2ccccc2)n1	20	5%	-1%	-14%	1%	-34	-7%	1	-12%	-3%	0%
CCN(CC)c1ccc(CN(C(=O)c2cccs2)C2CCS(=O)(=O)C2)cc1 (stereo not given)	-13	-1%	4%	-5%	-3%	9	-1%	·	-4%	4%	2%
O=C(CNS(=O)(=O)c1ccc(F)cc1)N1CCOCC1	7	2%	1%	-2%	3%	26	-8%	0	2%	0%	2%
O=C(COc1coc(CN2CCN(c3ccccc3)CC2)cc1=O)N1CCc2ccccc21	5	0%	2%	3%	-1%	-7	·	·	·	-7%	-12%
O=C(NCc1ccccc1)NC(=O)c1ccccc1	2	-2%	5%	-10%	9%	4	7%	6	?	0%	-1%
O=C(NCC(=O)N1CCN(c2ccccc2)CC1)c1ccc(Cl)cc1	51[activator]	-1%	4%	-2%	7%	-7	6%	-1	0%	1%	-3%
Cc1cc(CNC(=S)Nc2cccc(Cl)c2Cl)nn1C	2	-1%	7%	-7%	-5%	18	?	0	-8%	1%	-4%
CCOc1cc(C)c(Cl)cc1S(=O)(=O)N1CCCC1	-1	-3%	-3%	-1%	-14%	13	0%	-1	11%	-4%	3%
O=C(O)CNS(=O)(=O)c1ccc2c(c1)Cc1cc(S(=O)(=O)NCC(=O)O)ccc1-2	0	6%	2%	-7%	-4%	6	-30%	15	3%	4%	0%
COCc1cc(C)nc2sc(C(=O)NCCO)c(-n3cccc3)c12	9	-7%	-3%	-6%	-1%	3	-12%	-1	0%	0%	-4%
COC(=O)C1=C(C)N(Cc2ccccc2)C(=NCCc2c[nH]c3ccccc23)N[C@H]1c1cccc(C(F)(F)F)c1	2	15%	-26%	4%	-3%	·	3%	-1	-2%	-1%&-1%	-9%
O=C1c2ccccc2C(=O)N1CCc1c[nH]c2ccccc12	-27	6.7µM*	-3%	?	3.5µM*	11	2%	0	-14%	-6%	?
CCOc1ccccc1NC(=O)c1oc2ccccc2c1NC(=O)C1CC1	26	0%	-7%	0%	1%	-2	-11%	·	-15%	0%	0%
O=C(NCC(c1ccc(F)cc1)N1CCOCC1)c1c(F)cccc1F (stereo not given)	7	-1%	0%	-8%	-2%	38	-14%	1	-11%	1%	4%
O=C(COc1ccc(S(=O)(=O)N2CCOCC2)cc1)Nc1ccc2c(c1)OCCO2	-18	1%	-4%	-2%	3%	13	22%	4	2%	18%	1%
CCc1cccc2c1NC(=O)C2(O)N1CCCC(C)C1 (stereo not given)	17	-15%	0%	10%	19%	14	14%[1.91 µM]	-2	7%	3%	2%
COC(=O)c1cc(NC(=S)N2CCN(C(=O)C3CCCO3)CC2)cc(C(=O)OC)c1 (stereo not given)	5	2%	2%	-7%	-4%	3	9%	2	-5%	-9%	0%
CNC(=S)N(CCc1ccc(OC)c(OC)c1)C1CC(=O)N(c2ccccc2)C1=O (stereo not given)	6	-14%	-5%	2%	-4%	-3	-8%	-2	-21%	1%	-15%
C=CCNC(=O)c1ccc(CSc2nc3ccccc3s2)cc1	-6	-3%	4%	12%	0%	-16	-9%	·	-5%	0%	?
N#CC1=C(N)N(c2ccccc2)C(=O)C1	7	1%	3%	3%	0%	-37	9%	-1	-1%	2%	0%
N#C/C(=C\c1ccccc1Cl)C(=O)Nc1ccccn1	-2	19µM*	-1%	2%	1%	4	5%	-1	0%	-3%	-1%
CCOC(=O)N1CCC(NC(=O)CN2C(=O)CCSc3ccccc32)CC1	3	6%	-6%	-2%	1%	-29	2%	3	5%	1%	0%
Cc1onc(-c2ccccc2Cl)c1C(=O)N1CCc2ccccc21	8	-2%	-5%	-2%	-5%	-2	8%[0.365 µM]	0	·	-10%	-8%
O=S(=O)(NCC1OCCc2ccccc21)c1ccccc1 (stereo not given)	0	3%	-4%	-2%	0%	1	-5%	-1	9%	1%	2%
Cc1cc(Oc2cc(NN3CCCCC3)c([N+](=O)[O-])cc2[N+](=O)[O-])c(C(=O)c2ccccc2)cc1Cl	1	2%	-12%	-4%	-2%	2	-39%	-1	2%	0%	-1%
CC1CCN(C(=O)COC(=O)CCCN2C(=O)c3cccc4cccc(c34)C2=O)CC1	1	?	16%	-6%	0%	-16	-9%	·	-10%	2%	2%
COc1cccc(/C=N/NC(=O)c2nnn(-c3nonc3N)c2C(C)C)c1OCc1ccc(F)cc1	-9	-1%	1%	-4%	-10%	3	-20%	·	1%	9%	-11%

Rows are unselected; overall some 14% were active at least once.
